# Screening data: PubChem BioAssay, several laboratories
# Runt-CBFb FRET = inhibitors of RUNX1 Runt–CBFb binding, primary screen, biochemical, FRET, Cerulean-Runt, Venus-CBFb, uHTS; Runt-related transcription factor 1 (Homo sapiens) + Core-binding factor subunit beta …; Cerulean-Runt/Venus-CBFb FRET ratio 530/480, 1 h; inhibition, % at 20 µM; hit rate 0.46% among 220,000;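 active means inhibition over about 50% at 20 µM in the single-dose screen, limit read from the data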;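 further: 0% = DMSO wells and 100% = excess unlabeled CBFb competitor control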
#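 test system = Cerulean-Runt domain fusion protein, energy donor | probe or stimulus = Venus-CBFb binding partner, 100 nM | incubation = two 1 h room-temperature incubations shielded from light | detection = fluorescence energy transfer, 422 nm excitation, 530/480 nm emission | measure = loss of energy transfer signal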
# Runt-SMMHC FRET = inhibitors of RUNX1 Runt–CBFb-SMMHC binding, primary screen, biochemical, FRET, Cerulean-Runt, Venus-CBFb-SMMHC, uHTS; Runt-related transcription factor 1 (Homo sapiens) + Core-binding factor subunit beta …; Cerulean-Runt/Venus-CBFb-SMMHC FRET ratio 530/480, 1 h; inhibition, % at 20 µM; hit rate 0.74% among 220,000; AID 1434, 2008;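 active means mean inhibition across duplicate retests at 20 µM reaching about 50%, limit read from the data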;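 further: 0% = DMSO wells and 100% = wells with excess untagged CBFb-SMMHC; inhibitors lower the FRET ratio by blocking Runt binding to CBFb-SMMHC; some results filed as inactive read as strong as hits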
# Tb hexokinase = Trypanosoma brucei hexokinase 1 inhibitors, primary screen, biochemical, G6PDH-coupled NADH absorbance, MLSCN library | hexokinase 1 [Trypanosoma brucei] | recombinant TbHK1, G6PDH-coupled NADH A340 | inhibition, % at 10 µM | hit rate 0.11% among 220,000;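 active means inhibition of 50% or more in the single-dose primary screen; inactive means inhibition below 50%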
# EBV gp42 block = Epstein-Barr virus gp42 inhibitors, primary screen, biochemical, uHTS, fluorescence polarization; AID 1085, 2008; Glycoprotein 42 (Epstein-Barr virus (strain AG876)), Q1HVG2; Fluorescence polarization binding assay, mP read-out; inhibition, % (tested at 21.74 µM); hit rate 0.42% among 220,000; in the data active means inhibition above about 50%
# Target sequence (Q1HVG2 whole entry, looked up): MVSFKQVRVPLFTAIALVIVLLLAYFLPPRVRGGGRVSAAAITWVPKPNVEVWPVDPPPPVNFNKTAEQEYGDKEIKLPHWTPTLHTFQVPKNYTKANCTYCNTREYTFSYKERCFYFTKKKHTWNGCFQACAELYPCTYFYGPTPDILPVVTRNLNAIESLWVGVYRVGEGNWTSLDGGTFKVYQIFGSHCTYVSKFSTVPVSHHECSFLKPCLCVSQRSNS
# RBBP9 inhibitor = human RBBP9 inhibitors, primary screen, biochemical, fluorescence polarization, FP-Rh probe, HTS; hit rate 0.2% among 220,000; AID 1515, 2009; recombinant RBBP9; inhibition, % at 7.94 µM;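 active means inhibition above the campaign mean of all tested compounds plus 3 SD, cut at about 14% in these data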;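 further: plate controls were DMSO wells with RBBP9 for no effect and wells lacking RBBP9 protein for full effect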
# Target sequence (O75884 whole entry, looked up): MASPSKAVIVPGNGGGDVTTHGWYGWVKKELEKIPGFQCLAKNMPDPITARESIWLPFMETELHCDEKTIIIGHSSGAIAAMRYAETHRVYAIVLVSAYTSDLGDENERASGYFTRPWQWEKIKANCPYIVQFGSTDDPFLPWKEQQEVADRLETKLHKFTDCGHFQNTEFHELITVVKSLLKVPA
#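 Assay system: recombinant human RBBP9; Reagent: Serine-hydrolase probe FP-Rh, 375 nM pre-mixing; Doses: 7.94 µM single dose, 0.794% DMSO; Incubation: 30 min then 45 min, 25 °C; Detection: fluorescence polarization (mP), excitation 525 nm, emission 598 nm; Evaluation: percent inhibition from mP, scaled between DMSO and no-protein wells.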
# p47phox inh = p47phox/p22phox peptide binding inhibitors, primary screen, biochemical, uHTS, NADPH oxidase regulatory subunit; inhibition, % at 24.7 µM; hit rate 0.53% among 220,000; fluorescence polarization, 2 h;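 active means inhibition above about 30%, limit read from the data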;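 further: 0% = p47phox with labelled peptide and 100% = labelled peptide alone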
# Target sequence (P14598 whole entry, looked up): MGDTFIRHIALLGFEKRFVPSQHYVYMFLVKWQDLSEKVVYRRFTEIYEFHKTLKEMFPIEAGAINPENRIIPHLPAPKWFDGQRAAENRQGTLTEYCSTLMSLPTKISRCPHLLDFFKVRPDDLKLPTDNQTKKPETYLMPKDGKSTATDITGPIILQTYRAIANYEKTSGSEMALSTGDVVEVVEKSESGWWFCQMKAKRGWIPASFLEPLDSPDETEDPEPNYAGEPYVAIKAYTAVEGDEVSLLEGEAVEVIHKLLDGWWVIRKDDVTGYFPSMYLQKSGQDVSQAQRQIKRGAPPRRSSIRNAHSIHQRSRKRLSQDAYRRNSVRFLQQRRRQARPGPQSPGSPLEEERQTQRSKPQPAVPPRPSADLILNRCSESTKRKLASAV
# m-calpain inh = inhibitors of pig calpain II, primary screen, biochemical, fluorogenic peptide substrate, 1536-well | hit rate 0.37% among 220,000 | inhibition, % at 16 µM | purified calpain II, 30 min;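 active means inhibition above about 50%, limit read from the data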
# p97 ATPase inh = inhibitors of human p97 ATPase, primary screen, biochemical; hit rate 0.42% among 220,000; Transitional endoplasmic reticulum ATPase (Homo sapiens), P55072; recombinant p97 ATPase, Kinase-Glo ATP luminescence, 3 h; inhibition, % at 8 µM; in the data active means inhibition above about 15%;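 further: 0% = DMSO vehicle and 100% = wells lacking enzyme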
# Furin inh = human furin inhibitors, primary screen, biochemical, fluorescence intensity. AID 463115, 2010. inhibition, % at 30 µM. purified furin, fluorogenic substrate cleavage. hit rate 0.061% among 220,000; in the data active means inhibition above about 25%; further: inactives centre near -15
# An asterisk follows results filed as active; · = no result given; [ ] = another dose, or the depositor's remark. Outcome played no part in choosing rows; 2.7% or so of the library scored in one or more.
# Below each SMILES – Runt-CBFb FRET	Runt-SMMHC FRET	Tb hexokinase	EBV gp42 block	RBBP9 inhibitor	p47phox inh	m-calpain inh	p97 ATPase inh	Furin inh
COCCn1c(C)cc(C(=O)CSc2nc3ccccc3c(=O)n2Cc2ccco2)c1C
 : -3	-2	22	0	-5	-8	8	3	6
CSc1snnc1-c1ccccc1
 : 2	-1	-4	-5	-6	-10	9	-5	-19
CCOC(=O)c1ccc(NC(c2ccc(N(C)C)cc2)P(=O)(OC(C)C)OC(C)C)cc1 (stereo not given)
 : -1	-6	-4	12	-9	-3	38	-10	-19
COc1ccc(-c2nc(CSCC(=O)NC3CCCc4ccccc43)c(C)o2)cc1OC (stereo not given)
 : -2	1	1	-2	-1	-18	-8	-1	-13[20 µM]
O=c1cc(-c2ccccc2)nc2nc(-c3ccco3)[nH]n12
 : 17	10	5	-16	-5	-2	-24	0	-22[20 µM]
CCN(CC)C(=O)CSC(Nc1ccc(F)cc1)=C(C#N)C#N
 : -2	0	-21	-26	-12	-62	2	4	-7
Cc1oc2c(c1C(=O)NCc1cc(C(=O)O)co1)CCCC2
 : 2	-2	4	7	1	-6	3	3	-10[20 µM]
Cc1ccn(CC(C)C(=O)O)n1 (stereo not given)
 : 3	2	3	-21	-8	-2	-19	4	-23
COc1ccc(/C=C/C(=O)OCC(=O)NCc2ccco2)cc1OC
 : 0	-2	-18	-15	-3	4	-119	6	-12
CCCn1c(-c2cccnc2Cl)nc2cc(Cl)c(Cl)cc21
 : 1	-5	-3	4	-6	-6	-53	4	-6[20 µM]
O=C(c1ccccc1O)N1CCOCC1
 : 3	-2	-12	-8	1	-11	-14	2	-11
O=S(=O)(c1ccc(-c2nnc(SCc3ccccc3)o2)cc1)N1CCCC1
 : 0	-6	2	-2	-2	42*	-26	3	-33
CC(=O)c1nn(-c2ccccc2)cc1C(=O)c1ccc(Br)cc1
 : -3	3	-9	9	-11	13	24	-1	-11
COc1ccc(NC(=O)Nc2cc(C)cc(C)c2)cn1
 : 4	-5	4	29	-8	-12	-12	4	-14
COC(=O)c1ccc(NC(=O)CN2C(=O)CSC2=O)cc1
 : 1	-7	-2	-3	-8	-6	7	3	-21[20 µM]
Cc1cc(OCCCn2ccnc2)cc(C)c1Cl
 : -2	-1	1	-4	-9	-7	12	-5	-12
Cc1ccc(C)c2[nH]c(=O)c(CCNC(=O)c3ccc(Br)o3)cc12
 : ·	·	0	·	-6	·	·	0	-18[20 µM]
CN1C2CCC1CC(OC(=O)c1c[nH]c3ccccc13)C2 (stereo not given)
 : -2	1	-4	-20	-1	-7	2	9	-21
O=C1C(Nc2ccccc2)=C(N2CCCCC2)C(=O)c2ccccc21
 : 1	0	-6	-25	7	-9	9	2	-13
O=C(NC(=S)Nc1cccc(Cl)c1N1CCCCC1)c1ccc2c(c1)OCCO2
 : 1	5	-6	6	1	-11	26	5	-4

# Reformatted as tab-separated lines: entries from further up.
SMILES	Runt-CBFb FRET	Runt-SMMHC FRET	Tb hexokinase	EBV gp42 block	RBBP9 inhibitor	p47phox inh	m-calpain inh	p97 ATPase inh	Furin inh
CSc1snnc1-c1ccccc1	2	-1	-4	-5	-6	-10	9	-5	-19
CCOC(=O)c1ccc(NC(c2ccc(N(C)C)cc2)P(=O)(OC(C)C)OC(C)C)cc1 (stereo not given)	-1	-6	-4	12	-9	-3	38	-10	-19
COc1ccc(-c2nc(CSCC(=O)NC3CCCc4ccccc43)c(C)o2)cc1OC (stereo not given)	-2	1	1	-2	-1	-18	-8	-1	-13[20 µM]
O=c1cc(-c2ccccc2)nc2nc(-c3ccco3)[nH]n12	17	10	5	-16	-5	-2	-24	0	-22[20 µM]
CCN(CC)C(=O)CSC(Nc1ccc(F)cc1)=C(C#N)C#N	-2	0	-21	-26	-12	-62	2	4	-7
Cc1oc2c(c1C(=O)NCc1cc(C(=O)O)co1)CCCC2	2	-2	4	7	1	-6	3	3	-10[20 µM]
Cc1ccn(CC(C)C(=O)O)n1 (stereo not given)	3	2	3	-21	-8	-2	-19	4	-23
COc1ccc(/C=C/C(=O)OCC(=O)NCc2ccco2)cc1OC	0	-2	-18	-15	-3	4	-119	6	-12
CCCn1c(-c2cccnc2Cl)nc2cc(Cl)c(Cl)cc21	1	-5	-3	4	-6	-6	-53	4	-6[20 µM]
O=C(c1ccccc1O)N1CCOCC1	3	-2	-12	-8	1	-11	-14	2	-11
O=S(=O)(c1ccc(-c2nnc(SCc3ccccc3)o2)cc1)N1CCCC1	0	-6	2	-2	-2	42*	-26	3	-33
CC(=O)c1nn(-c2ccccc2)cc1C(=O)c1ccc(Br)cc1	-3	3	-9	9	-11	13	24	-1	-11

# Later entries.
# Below each SMILES – Runt-CBFb FRET	Runt-SMMHC FRET	Tb hexokinase	EBV gp42 block	RBBP9 inhibitor	p47phox inh	m-calpain inh	p97 ATPase inh	Furin inh
Cc1cc(C(=O)N/N=C/c2ccc(O)c([N+](=O)[O-])c2)n[nH]1
 : -2	0	-64	4	-11	-8	32	-8	-4
Cc1ccc(S(=O)(=O)c2c(N)n(-c3ccccc3)c3nc4ccccc4nc23)cc1
 : 1	-11	-8	27	-5	-12	-350	1	-53
C=CCC(NCc1ccccc1)c1ccccc1 (stereo not given)
 : -1	0	4	-9	7	11	2	5	-17
O=C(COC(=O)CNC(=O)c1sc2ccccc2c1Cl)Nc1cc(Cl)cc(Cl)c1
 : 1	-12	34	-15	-7	-46	30	1	-18
O=C(NC1CCCCCC1)c1nnc(Cc2ccc(Cl)cc2)o1
 : -3	2	-6	-6	-2	-3	0	-5	-3
Clc1ccc(Cn2cc(/C=N/n3cnnc3)c3ccccc32)cc1
 : -8	-3	-12	-8	-10	-9	-86	3	-11
CCC(=Nc1ccccc1OC)C1=C(O)CC(c2ccccc2)CC1=O (stereo not given)
 : 0	-1	-9	4	-6	-4	-11	-2	-14
C=CCn1c(SCC(=O)N(C)C2CCS(=O)(=O)C2)nc2ccccc2c1=O (stereo not given)
 : 2	3	4	-1	-5	5	29	-1	-9
COc1cc2nc(CN3C(=O)c4ccccc4C3=O)oc(=O)c2cc1OC
 : -1	3	-2	-3	1	-12	-202	0	-27
COCc1[nH]nc2c1C(c1ccsc1)C(C#N)=C(N)O2 (stereo not given)
 : -1	2	-1	-6	-3	-3	-13	0	-18
C=CCn1c(O)c(N=NC(=O)OC(C)(C)C)c2ccccc21
 : 1	-1	-12	8	-7	3	13	-5	-1
Cc1cccc(Nc2nc(-c3ccc4c(c3)OCCO4)cs2)c1
 : 5	6	3	-12	-4	-7	-21	-5	-6[20 µM]
CCN(Cc1nc2ccccc2c(=O)[nH]1)Cc1cc(=O)oc2cc(C)c(C)cc12
 : ·	·	-9	·	-4	·	·	-4	-15[20 µM]
Cc1csc(NC(=O)COc2ccc3c(C)cc(=O)oc3c2)n1
 : -1	-4	-10	-21	-8	-26	-90	0	-1[20 µM]
CCN(CC)S(=O)(=O)c1ccc2c(c1)c(=O)c(C(=O)NCCOC)cn2C
 : 0	3	-21	-6	-5	13	4	-3	-6[20 µM]
CCc1ccc(C2C(C#N)=C(N)N(N(C)C)C3=C2C(=O)CCC3)s1 (stereo not given)
 : -2	-12	21	-15	-2	-17	-9	2	-4
CCCCC(=O)NC(=S)Nc1cc(C(=O)O)ccc1Cl
 : -2	-288	3	-14	0	1	0	1	-1
Fc1ccc(N2CCN(Cc3cnc(Cl)s3)CC2)cc1
 : 0	1	0	8	-2	1	-4	-2	-17
COC(=O)c1cc(Cl)c(NC(=O)/C=C/c2ccc(OC)cc2)cc1OC
 : 2	4	-16	-18	-6	-1	-176	3	-35
Cc1occc1C(=O)NC(C)C(C)(C)C (stereo not given)
 : -1	5	9	-7	1	-5	-11	3	-21[20 µM]

# Next results.
# Field names: A = Runt-CBFb FRET; B = Runt-SMMHC FRET; C = Tb hexokinase; D = EBV gp42 block; E = RBBP9 inhibitor; F = p47phox inh; G = m-calpain inh; H = p97 ATPase inh; I = Furin inh
Molecule: O=S(=O)(NCc1ccccc1)c1ccc(Cl)c(S(=O)(=O)NCc2ccccc2)c1
  A = 2; B = 0; C = 8; D = -8; E = 4; F = -14; G = -1; H = 3; I = -16[20 µM]
Molecule: CCNC(=S)NNC(=O)c1cc(-c2cccc(C)c2)nc2ccccc12
  A = 0; B = -4; C = -13; D = -11; E = -3; F = 3; G = -43; H = -21; I = -6[20 µM]
Molecule: NC1=NC(=O)CC(C(=O)Nc2cccc3ccccc23)S1 (stereo not given)
  A = 1; B = 0; C = -3; D = -7; E = -6; F = -6; G = -13; H = 5; I = -32
Molecule: COc1cc(OC)cc(C(=O)Nn2cc(C(=O)Nc3ccccc3F)c3ccccc3c2=O)c1
  A = -4; B = 1; C = -4; D = 6; E = -5; F = -18; G = -48; H = -3; I = -4
Molecule: CCOC(=O)c1cc(CC)sc1NC(=O)C(c1ccccc1)c1ccccc1
  A = -2; B = -1; C = 1; D = -6; E = -8; F = -5; G = -17; H = 6; I = -8[20 µM]
Molecule: COc1cc(/C=N/NC(=O)CC2(C)OCCO2)cc(Br)c1O
  A = 0; B = 5; C = -32; D = -5; E = -2; F = 12; G = -155; H = 13; I = -35
Molecule: CCC(C)(C)n1nnnc1C(c1cc2cc(C)cc(C)c2[nH]c1=O)N1CCN(Cc2ccc3c(c2)OCO3)CC1 (stereo not given)
  A = 6; B = -3; C = -29; D = -14; E = 6; F = -16; G = -343; H = 2; I = -12[20 µM]
Molecule: O=C(O)Cc1ccc(NC(=O)C(c2ccccc2)c2ccccc2)cc1
  A = 0; B = 1; C = 0; D = -2; E = -7; F = -3; G = -38; H = 5; I = -23
